HGIII-sPLA2 inh – Blocks human group III sPLA2 activity | Q9NZ20 | QFRET BODIPY PC-A2 liposome hydrolysis, fluorescence | actives 0.56% (n = 370,000) | inhibition, % at 12.2 µM | AID 743126;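 active = inhibition above mean plus 3 SD of compounds lying within the high and low control bounds, cut at about 19% in these data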;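 also: 0% = median of test compound wells and 100% = no enzyme DMSO wells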
PLCg1 inh – blocks human PLC-gamma1 enzyme activity; purified PLC-gamma1, fluorogenic substrate, fluorescence; AID 720700; inhibition, % at 12.2 µM; P19174; actives 0.84% (n = 370,000); in the data active = inhibition above about 9.5%
PLC-beta3 inh – blocks human PLC-beta3 enzyme activity. Q01970. Purified PLC-beta3, fluorogenic substrate, fluorescence. inhibition, % at 12.2 µM. actives 0.18% (n = 370,000). AID 720704; in the data active = inhibition above about 11%;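 also: 0% = median of compound wells on plate and 100% = full blocker control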
hcDAF-12 act – activators of H. contortus DAF-12 nuclear receptor | HEK293 hcDAF-12 lit1-tk-luc reporter, luminescence; 0% DMSO, 100% Δ7-dafachronic acid | activation, % at 6.8 µM | actives 1.4% (n = 370,000) | AID 652067;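 active = activation above the mean of all tested compounds plus 3 SD, cut at about 5.5% in these data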;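 also: 100% = response to 3 µM Δ7-dafachronic acid high control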
ADAM17 inh – inhibits human ADAM17; P78536; recombinant ADAM17, EDANS/DABCYL FRET peptide cleavage; inhibition, % at 6.95 µM; actives 0.83% (n = 370,000);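 active = inhibition above the mean of compounds lying between control limits plus 3 SD, set per campaign, cut at about 8.5% in these data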;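 also: 0% = DMSO-only wells as the low control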
ssDAF12 agonist – activates DAF-12 receptor from parasite S. stercoralis; AID 652126; HEK293 ssDAF-12/GRIP1 lit1-tk-luc reporter, luminescence; % of 3 µM dafachronic acid response; actives 1% (n = 370,000); activation, % at 6.8 µM;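 active = activation above the mean over all tested compounds plus 3 SD, cut at about 0.9% in these data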;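 also: 0% = DMSO-only wells and 100% = 3 µM delta7-dafachronic acid wells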
hgDAF-12 ag – hgDAF-12 agonism, primary luciferase screen; activation, % at 6.8 µM; actives 1.8% (n = 370,000); HEK293 GAL4-hgDAF12 UAS-luciferase reporter, agonist luminescence; normalized to butyrate control; AID 687014;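 active = activation above a cutoff set at the mean of all screened compounds plus 3 SD, cut at about 10% in these data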;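 also: 0% = DMSO wells and 100% = sodium butyrate wells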
DAX1 inh-1 – inhibitors of DAX1 repression of SF-1 activated StAR promoter; AID 652010; actives 1.1% (n = 370,000); HEK293T StAR-luciferase reporter, SF-1/DAX-1 repression relief; inhibition, % at 6.8 µM;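 active = inhibition above the mean over all tested compounds plus 3 SD, cut at about 3.6% in these data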;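 also: 0% = DAX-1 cells with DMSO and 100% = cells lacking DAX-1 with DMSO; higher inhibition means more luminescence from relief of DAX-1 repression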
DAX1 inh-2 – inhibits human nuclear receptor DAX1; AID 504766; actives 0.99% (n = 340,000); HEK293 Gal4-DAX1 luciferase reporter, luminescence; inhibition, % at 6.75 µM; P51843;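 active = inhibition above the mean over all tested compounds plus 3 SD, cut at about 4.2% in these data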;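 also: 0% = DAX1-transfected cells with DMSO and 100% = empty-vector control cells with DMSO; inhibition shows as a rise in luminescence from relieved DAX1 repression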
FXN GAA850 act – increases GAA850 frataxin promoter reporter activity; HEK293 lucGAA850 FXN promoter luciferase reporter, 24 h; percent of 10 µM SAHA response; activation, % at 6 µM; actives 0.56% (n = 360,000); AID 540364;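 active = activation above the average of all compounds screened plus 3 SD, cutoff fixed separately per campaign, cut at about 7.5% in these data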;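 also: 0% = DMSO wells and 100% = 10 µM SAHA wells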
ADAM10 inh – inhibitors of human ADAM10 | O14672 | recombinant ADAM10, EDANS/DABCYL FRET peptide cleavage, 3 h | inhibition, % at 7 µM | AID 720582 | actives 0.62% (n = 370,000);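 active = inhibition above a per-campaign cutoff equal to the mean of compounds falling between control-based bounds plus 3 SD, cut at about 20% in these data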;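 also: 0% = DMSO wells while the 100% control is not disclosed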
* = called active by the depositor; · = not tested or not shown. Compounds were not picked by outcome (roughly 6.9% active in at least one column).

SMILES | HGIII-sPLA2 inh | PLCg1 inh | PLC-beta3 inh | hcDAF-12 act | ADAM17 inh | ssDAF12 agonist | hgDAF-12 ag | DAX1 inh-1 | DAX1 inh-2 | FXN GAA850 act | ADAM10 inh
CC(NC(=O)CN1C(=O)NC(c2ccccc2)(c2ccccc2)C1=O)c1cccs1 (centres undefined) | -7 | -3 | -3 | -1.2 | -1 | -1.4 | -1.1 | 0.6 | 0.2 | 1.2 | -1
COc1ccc(C(=O)OCC(=O)Nc2ccc3[nH]c(=O)[nH]c3c2)c(OC)c1OC | 7 | 4 | -1 | -0.8 | -5 | -1.0 | 2.2 | 0.0 | 3.8 | -2.0 | -12
C=CCn1ccc(=NC=C(C#N)C#N)c2ccccc21 | -5 | -5 | -6 | -1.5 | 0 | -1.6 | -1.2 | -0.1 | -1.0 | 2.1 | -9
COC(=O)[C@H](CC(C)C)NC(=O)CCc1nnc(COc2ccccc2)o1 | 3 | -1 | 3 | -1.5 | -3 | -1.0 | -0.8 | -0.5 | -1.3 | -0.1 | -4
CCOCCCNS(=O)(=O)c1ccc(OC)c(Cl)c1Cl | -6 | 2 | 2 | -0.8 | 0 | -1.4 | 2.0 | -0.9 | 0.6 | 1.0 | -3
NC(=O)Cn1nnc(-c2ccc(NC(=O)c3ccc(F)cc3)cc2)n1 | 6 | 1 | 3 | 2.8 | -2 | -0.8 | 7.4 | 1.3 | 3.2 | 4.5 | -10
O=C(COC(=O)c1ccccc1Nc1ccccc1)c1ccccc1 | -7 | -12 | -18 | -0.1 | -4 | -1.4 | 3.4 | 0.1 | 1.1 | -1.0 | -3
COc1cc(C(c2c(C)[nH][nH]c2=O)c2c(C)[nH][nH]c2=O)cc(Cl)c1O | -10 | 0 | -3 | -1.0 | 1 | -1.4 | 0.3 | -0.3 | -0.6 | 1.1 | 7
COC(=O)c1cc(-c2cccc3c2sc2ccccc23)c(=O)n2c1CCC2 | 12 | 41* | -5 | 0.7 | -9 | -0.4 | -2.9 | -2.1 | · | · | -20
COc1ccc(/C=C(/C(=O)N2CCCCC2C(=O)O)c2ccc(OC)c(OC)c2)cc1 (centres undefined) | 2 | -1 | 0 | -0.4 | -5 | -1.6 | -0.2 | 0.1 | 0.3 | 1.3 | 0
CCC(C(=O)Nc1nc(C)c(C)s1)c1ccccc1 (centres undefined) | -3 | -2 | -7 | -1.0 | -1 | -0.6 | -1.7 | -0.7 | 0.3 | 0.1 | 0
O=C(C1CCCN1S(=O)(=O)c1cccc2cccnc12)N1CCc2ccccc21 (centres undefined) | -1 | 0 | 2 | -0.2 | -1 | -1.1 | -1.3 | -0.3 | -1.9 | -2.6 | 0
COc1cc(CN2C[C@@H](CO)O[C@@H](n3cnc4c(N5CCOCC5)ncnc43)C2)cc(OC)c1OC | 10 | 3 | -3 | 0.1 | -7 | -1.2 | -0.8 | -1.2 | · | -0.2 | -9
O=C(N/N=C/c1ccccc1)c1ccc2c(c1)OCO2 | 11 | 1 | -13 | 3.1 | -3 | 0.1 | 9.4 | 1.4 | 2.1 | 2.8 | -2
O=C(Cc1ccc(F)cc1)Nc1ccc(S(=O)(=O)N2CCCCC2)cc1 | -15 | 0 | -4 | -2.2 | 0 | -1.2 | 1.0 | -0.1 | -0.4 | 1.8 | 1
C/C(=N\NC(=O)c1ccc(-c2ccccc2)cc1)c1cccc(N)c1 | 11 | -4 | -15 | -1.5 | 2 | -1.2 | 3.7 | -0.9 | 2.5 | -0.9 | 12
Cc1cccc(OCCC(=O)NNC(=O)Cn2nc(C)cc2C)c1 | 1 | 3 | 0 | 0.9 | -6 | -0.8 | -2.1 | -0.6 | 0.2 | -0.2 | -2
Cc1c(Cc2ccccc2)sc(NC(=O)c2ccco2)c1C(N)=O | -1 | -149 | -204 | 2.5 | -143 | -0.6 | 8.6 | -1.1 | -0.2 | 8.8* | -433
O=S(=O)(NCC[C@@H]1CC[C@H](NS(=O)(=O)c2cccc(F)c2)[C@@H](CO)O1)c1cccc(F)c1 | -7 | 0 | 4 | 1.4 | -2 | 0.1 | 5.5 | -0.3 | · | · | -25
O=C(O)CCC(=O)N1CCN(Cc2ccc3c(c2)OCO3)CC1 | 4 | 1 | -3 | -1.5 | -4 | -1.1 | 0.0 | 0.2 | -0.1 | 1.1 | 2
O=C(CC(c1ccccc1)c1cc(Br)ccc1O)NCc1ccco1 (centres undefined) | -19 | -2 | 2 | -1.4 | 0 | -1.1 | -0.9 | -0.5 | -0.2 | -2.4 | -2
O=C(/C=C/c1cccc([N+](=O)[O-])c1)OCC1CCCO1 (centres undefined) | -1 | 2 | -4 | -1.6 | -3 | -0.9 | -1.7 | -0.1 | -1.8 | -0.2 | 9
Cc1cccc(NC(=S)N=Nc2c(O)n(CN3CCOCC3)c3ccccc23)c1C | 23* | 7 | 4 | -0.5 | 6 | -2.2 | -7.2 | -2.2 | -1.7 | -1.9 | 3
CC(C#N)(Cc1ccccc1)Nc1ccccc1 (centres undefined) | 4 | -68 | -54 | 6.5* | -135 | 0.5 | 14* | 5.0* | -0.8 | 0.5 | -333
O=C(CN1CCN(c2nc(-c3ccccc3)cs2)CC1)Nc1ccc2c(c1)OCO2 | 1 | -3 | -3 | -1.4 | 2 | -1.6 | -1.6 | -1.4 | -0.7 | -1.9 | 3
CCOc1cc(S(=O)(=O)NCc2ccco2)c(OCC)cc1-n1cnnn1 | 6 | -30 | -36 | -2.4 | -60 | -1.4 | -0.3 | 0.9 | -1.2 | 0.1 | -184
Cn1c(=O)c(C(=O)NCc2ccccc2Cl)c(O)c2ccccc21 | 2 | 2 | -6 | 2.6 | -5 | 0.6 | 2.1 | -0.3 | -0.5 | 3.2 | -4
O=Cc1cccn1-c1cccnc1 | 0 | -2 | 0 | -0.3 | -1 | 0.1 | 2.1 | -0.4 | 0.5 | 0.3 | 3
CC(C)(C)NC(=O)NC(=O)COC(=O)c1c(F)cccc1Cl | -1 | 1 | -3 | -0.5 | -2 | -1.3 | 5.5 | 1.8 | 0.4 | 4.8 | 3
CC(C(=O)O)c1ccc(C(=O)c2ccccc2)s1 (centres undefined) | 0 | 0 | -2 | -0.1 | -2 | -0.2 | 3.8 | -0.4 | -0.6 | 1.0 | -3
CS(=O)(=O)N(CC(=O)N1CCN(c2ccccc2F)CC1)c1cccc(C(F)(F)F)c1 | 7 | -3 | 0 | -1.8 | 0 | -1.2 | -1.7 | -1.4 | -1.3 | 0.0 | 4
CCOC(=O)C1CCCN(Cc2cccc(Cl)c2)C1 (centres undefined) | 4 | 1 | 2 | -1.4 | -3 | -1.4 | -0.5 | 0.4 | 0.6 | -1.8 | -1
CN1CCN(C(=O)c2cccc(S(=O)(=O)N3CCCCC3)c2)CC1 | 8 | 8 | 3 | -0.3 | 5 | -1.3 | -2.0 | 0.3 | 3.1 | -1.5 | 7
Cc1ccccc1NC(=O)c1ccccc1NC(=O)CCC(=O)O | 14 | 4 | 0 | -0.5 | 1 | -1.3 | -1.3 | -0.1 | 1.4 | 1.0 | -4
COc1ccc(-n2c(=S)[nH]c3c(sc(=S)n3-c3ccccc3)c2=O)c(OC)c1 | 5 | 2 | -7 | -1.9 | -3 | -1.0 | -0.2 | 1.8 | 1.0 | 1.8 | -3
CCCCOC(=O)c1nnc(-c2ccccc2)o1 | 14 | 1 | -9 | 0.0 | 0 | -1.8 | -1.7 | -0.2 | 5.1* | 0.1 | -7
Cc1ccnc(OC(C(=O)O)C(OCc2ccccc2)(c2ccc(F)cc2)c2ccc(F)cc2)n1 (centres undefined) | -10 | 4 | -12 | -1.5 | -3 | 0.2 | 0.6 | 0.4 | 1.7 | 2.1 | -2
COc1ccccc1C(=O)NCc1ccc2c(c1)OCO2 | 0 | -1 | 0 | 0.8 | 0 | -1.2 | 2.4 | 0.4 | -0.3 | 2.7 | 7
O=C1OCC2=C1C(c1ccc(F)cc1)Sc1ccccc1N2 (centres undefined) | -6 | 4 | -1 | -1.2 | -3 | -1.5 | -2.5 | -0.7 | 1.0 | -1.2 | 1
O=C(COc1cccnc1[N+](=O)[O-])NCc1ccc(F)cc1 | 5 | -2 | -6 | -2.0 | -6 | -1.3 | -1.1 | -0.2 | 0.1 | 3.6 | 2
Cc1ccc(C(O)c2nc3ccccc3n2C)cc1 (centres undefined) | 2 | 0 | -3 | 0.8 | -3 | -0.1 | -0.1 | -0.2 | 0.6 | -0.5 | -10
Cc1cc(C)nc(-n2nc(C)cc2NC(=O)c2cccc(S(=O)(=O)N3CCOCC3)c2)n1 | 5 | 7 | 4 | -1.5 | 5 | -1.7 | 0.6 | 1.0 | -0.6 | 3.2 | 1
O=C(Cc1cn(Cc2cccc(Cl)c2)c2ccccc12)N1CCCC1 | -55 | 0 | 1 | -2.4 | 1 | -2.0 | 2.0 | -0.8 | -1.3 | -1.1 | -2
Cc1ccc(C(C(=O)NCc2ccc(F)cc2)N(C(=O)c2csnn2)C2CC2)cc1 (centres undefined) | -2 | 9 | 2 | -0.5 | 0 | -1.2 | -1.1 | -0.1 | -1.4 | -0.7 | 10
CCOC(=O)c1c(C)[nH]c(C(=O)Cn2c(=O)oc3ccccc32)c1C | -2 | -4 | 0 | -0.3 | -5 | -1.4 | -0.2 | 0.1 | 2.0 | -1.6 | 0
COc1ccc(OC)c([N+](=O)[O-])c1C(N)=O | 4 | 1 | -7 | -1.6 | -5 | -1.3 | 1.2 | 1.7 | 1.4 | 1.7 | -8
Cc1ccc2c(c1)N(CCC(=O)NCCCOC(C)C)C(=O)C(C)O2 (centres undefined) | -1 | 6 | 4 | -1.5 | 0 | -0.3 | -0.5 | 0.0 | -3.3 | -1.3 | 7

Entries from the list above that contain a nitro group on carbon:
SMILES | HGIII-sPLA2 inh | PLCg1 inh | PLC-beta3 inh | hcDAF-12 act | ADAM17 inh | ssDAF12 agonist | hgDAF-12 ag | DAX1 inh-1 | DAX1 inh-2 | FXN GAA850 act | ADAM10 inh
O=C(/C=C/c1cccc([N+](=O)[O-])c1)OCC1CCCO1 (centres undefined) | -1 | 2 | -4 | -1.6 | -3 | -0.9 | -1.7 | -0.1 | -1.8 | -0.2 | 9
O=C(COc1cccnc1[N+](=O)[O-])NCc1ccc(F)cc1 | 5 | -2 | -6 | -2.0 | -6 | -1.3 | -1.1 | -0.2 | 0.1 | 3.6 | 2
COc1ccc(OC)c([N+](=O)[O-])c1C(N)=O | 4 | 1 | -7 | -1.6 | -5 | -1.3 | 1.2 | 1.7 | 1.4 | 1.7 | -8

3 of the entries above in order of their number in HGIII-sPLA2 inh, descending:
molecule	HGIII-sPLA2 inh
COc1ccc(OC)c([N+](=O)[O-])c1C(N)=O	4
Cc1ccc(C(O)c2nc3ccccc3n2C)cc1 (centres undefined)	2
O=C(Cc1cn(Cc2cccc(Cl)c2)c2ccccc12)N1CCCC1	-55
